aSyn yeast inh = rescues yeast growth from alpha-synuclein toxicity; Yeast expressing alpha-synuclein, growth rescue, BacTiter-Glo, 24 h; Potency, µM (highest dose often 46.1 µM), inactives show at the highest dose growth rescue (activation), usual class: activators; actives 0.14% (n = 370,000); further: potency means the concentration at half of the fitted maximal effect; % of control where 0% means no effect; nearly all actives have a fitted effect of over 65% in size
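Screening used galactose-induced yeast with toxic alpha-synuclein levels, exposed to compound for 24 hr at 30 deg C. Cell growth, read with BacTiter-Glo luminescence, gave the measured signal.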
MmCpn inh = blocks the Methanococcus maripaludis chaperonin Mm-Cpn. Potency, µM (titrated, usually from 76.9 µM), for inactives: at the highest dose activity, negative = inhibition, hits mostly inhibitors. actives 0.031% (n = 330,000). AID 504842. purified Mm-Cpn ATPase, ADP Transcreener TR-FRET; further: potency means the concentration at half of the fitted maximal effect; on the % scale 0 is the no-effect control and ±100 the full control effect; nearly all actives have a fitted effect of over 80% in size
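Eu-cryptate anti-ADP/ADP-d2 competition gives a ratio inversely related to ADP. Enzyme at 25 nM was pre-exposed to compound for 10 min, then given 10 uM ATP for 30 min, 37°C throughout.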
FUS yeast rescue = suppressors of FUS proteinopathy in yeast. AID 1347120. actives 0.24% (n = 390,000). S. cerevisiae FUS-expressing, growth rescue, OD600, 24 h. Potency, µM (series often up to 76.6 µM), for inactives: at the highest dose growth rescue (activation), most hits filed as activators;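 further: potency means the concentration at half of the fitted maximal effect; plate controls were DMSO vehicle for no effect and reference control for full effect; nearly all actives have a fitted effect of over 55% in size; some results filed as inactive show a strong effect at the top dose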
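FUS-expressing yeast, raffinose-pregrown, induced in 2% galactose minimal medium at OD 0.005; compounds in a dilution series, 24hr at 30C. Growth restoration read as absorbance at 600 nm. CP55940 positive control, DMSO negative.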
HEK293 tox = cytotoxicity counter-screen for GLP-1 receptor inverse agonists. Potency, µM (highest dose often 38.3 µM), inactives show at the highest dose activity change, negative = inhibition, hits mostly inhibitors. actives 0.13% (n = 410,000). HEK293 cAMP-luciferase reporter cells, luminescence, 24 h;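 further: loss of luciferase light is scored as toxicity; potency means the concentration at half of the fitted maximal effect; on the % scale 0 is the no-effect control and ±100 the full control effect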
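Compound-treated cells are incubated 24 hr at 37 deg C under 5% CO2 after a 12 hour attachment period, then luciferase detection reagent is added and luminescence is measured following 12 min at room temperature; lowered signal indicates toxicity.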
pAkt inh = inhibitors of Akt phosphorylation; Neuro2A IGF-stimulated pAkt S473 HTRF, 20 min; stronger effect = lower value; activity change, % for hits at 50 µM; actives 0.32% (n = 360,000); in the data active means activity change below about -80%; inconclusive means mostly about -51% to -80%; further: on the % scale 0 is the no-effect control and ±100 the full control effect
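Neuro2A cells (4,500/well, DMEM with 0.5% FBS) were treated with compound at a single 50 µM final concentration, stimulated with 6 nM IGF for 20 min at 37 °C, and lysed. Phospho-Akt Ser473 was read by HTRF as 665/615 ratio ×10^4.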
PTHR1 ag = agonists of human PTHR1 parathyroid hormone receptor; actives 0.075% (n = 410,000); HEK293 GP2 PTHR1 cells, GloSensor cAMP luminescence, 1 h; Q03431; Potency, µM (titrated, usually from 115 µM), for inactives: at the highest dose activation, actives largely listed as activators; AID 743266; further: potency means the concentration at half of the fitted maximal effect; nearly all actives have a fitted effect of over 55% in size; some results filed as inactive show a strong effect at the top dose; inactives centre near -15; many of its hits are not listed in these tables
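HEK-293-derived GP2 cells expressing PTHR1 and a GloSensor cAMP reporter, 3,000/well, plated overnight, given luciferin plus IBMX (each 0.5 mM as added) for 1 h at 37 °C, then compound for 1 h at 37 °C. Luminescence was read after 15 min at room temperature.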
Abeta yeast res = A-beta toxicity reversal in yeast; yeast expressing A-beta42, growth rescue, OD600, 48 h; response scale: 0% DMSO, 100% iron-clioquinol control; Potency, µM (series often up to 46.1 µM), without a hit: at the highest dose growth rescue, hits mostly activators; actives 0.063% (n = 410,000); AID 1347071; further: potency means the concentration at half of the fitted maximal effect; nearly all actives have a fitted effect of over 55% in size
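Yeast growth medium received pinned compounds, then yeast cells expressing toxic A-beta were added; plates incubated at 30 C for 48 hr. Growth read as absorbance at 600 nm, normalized to DMSO and equimolar FeCl3 plus clioquinol controls.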
GLP-1R inv ag = acts as inverse agonist at human GLP-1 receptor; AID 624417; HEK293 GLP-1R CRE-luciferase, luminescence, 24 h; GLP-1R form is constitutively active; Potency, µM (series often up to 38.3 µM), inactives show at the highest dose activity change, negative = inhibition, actives largely listed as inhibitors; P43220; actives 1.6% (n = 410,000); further: potency means the concentration at half of the fitted maximal effect; on the % scale 0 is the no-effect control and ±100 the full control effect; nearly all actives have a fitted effect of over 55% in size
Target sequence (P43220 whole entry, looked up): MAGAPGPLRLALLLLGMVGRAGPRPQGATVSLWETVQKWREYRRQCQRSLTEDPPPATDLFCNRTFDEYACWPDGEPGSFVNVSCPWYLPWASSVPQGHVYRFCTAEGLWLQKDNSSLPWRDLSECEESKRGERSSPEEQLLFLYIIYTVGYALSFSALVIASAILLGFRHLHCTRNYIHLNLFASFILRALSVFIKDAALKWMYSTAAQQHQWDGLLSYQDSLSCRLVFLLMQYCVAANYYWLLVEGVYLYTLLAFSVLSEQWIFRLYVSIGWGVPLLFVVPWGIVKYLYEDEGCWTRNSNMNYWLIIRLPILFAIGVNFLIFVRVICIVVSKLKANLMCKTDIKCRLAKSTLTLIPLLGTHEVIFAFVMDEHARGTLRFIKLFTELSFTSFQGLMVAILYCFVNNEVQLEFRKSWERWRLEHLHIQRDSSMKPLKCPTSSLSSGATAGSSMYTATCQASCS
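Assay principle: reduced luminescence from a cAMP-responsive reporter in HEK293 cells co-expressing a constitutively active GLP-1R. Conditions: 24 hr compound incubation, 37 deg C, 5% CO2.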
TDP43 rescue = rescues yeast growth from TDP-43 toxicity; TDP-43 expressing yeast growth rescue, BacTiter-Glo, 24 h; Potency, µM (titrated, usually from 46.1 µM), without a hit: at the top dose growth rescue (activation), usual class: activators; actives 1.8% (n = 410,000); further: potency means the concentration at half of the fitted maximal effect; % of control where 0% means no effect; nearly all actives have a fitted effect of over 50% in size
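Galactose-induced TDP-43 yeast, OD600=0.02, compound pinned; 24 hr, 30 deg C; BacTiter-Glo luminescence for growth. Inhibitors of TDP-43 toxicity read as activators.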
* marks the source's active call; other numbers are inactive results; i = inactive; ? = inconclusive; nt = not tested or not shown; [ ] = remark or other dose. Unless noted, the call rests on the fitted dose curve; in most records, active means well fitted curve in the direction sought with a large enough effect; inconclusive means small, poorly fitted or top-dose-only effect, or another doubt; inactive means no such curve, though single readings can be large; an effect the other way counts as inactive or inconclusive. Only part of the results is shown (hit frequency here may not be typical).

SMILES	aSyn yeast inh	MmCpn inh	FUS yeast rescue	HEK293 tox	pAkt inh	PTHR1 ag	Abeta yeast res	GLP-1R inv ag	TDP43 rescue
NS(=O)(=O)c1ccc(S(=O)(=O)N(CCc2ccccc2)Cc2ccccn2)cc1	1%	1%	22%	-2%	i	-1%	13%	7%	19%
CC1CCC2(CC1)NC(=O)N(CC(=O)c1cn(CCC#N)c3ccccc13)C2=O (stereo not drawn)	1%	-2%	-16%	1%	i	-13%	-11%	-26%	-8%
O=C(Nc1ccc2nc(-c3cccnc3)[nH]c2c1)C12CC3CC(CC(C3)C1)C2	-1%	-2%	?	-24%	i	-7%	-6%	-38%	0%
COc1ccc(OC)c(NC(=O)CSc2nncc3ccccc23)c1	0%	2%	3%	2%	i	-10%	0%	37%[activator]	2%
Cc1ccc(Cl)cc1NC(=S)NCc1cccn1C	11%	0%	25%	-11%	i	i	8%	?	27%
O=C(Nc1c2c(nn1-c1ccccc1)CS(=O)(=O)C2)c1ccccc1C(F)(F)F	-5%	0%	nt	2%	i	-24%	5%	-2%	-7%
CC(C1CC1)N(Cc1ccccc1)C(=S)Nc1cccc(C(F)(F)F)c1 (stereo not drawn)	-7%	1%	16%	-8%	i	-25%	?	10µM*	0%
C=CCn1c(SCC(=O)Nc2cc(C)ccc2OC)nnc1-c1ccco1	-4%	-2%	13%	-12%	i	i	11%	3%	?
CC1CCN(S(=O)(=O)c2cccc(C(=O)NC3CCCC3)c2)CC1	7%	0%	-4%	2%	i	-24%	6%	-25%	4%
CCOC(=O)N1CCN(c2ccc(S(=O)(=O)N3CCOCC3)cn2)CC1	-5%	-1%	nt	-4%	i	i	0%	15%	8%
Cn1c(=O)c(=O)n(C)c2cc(N3CCCC3)c(NC(=O)c3ccccc3Cl)cc21	nt	nt	-13%	-6%	nt	-22%	-10%	10%	0%
CCCCCC(=O)N1C[C@@H](O)[C@H](n2cc(COC(=O)c3ccccc3)nn2)C[C@@H]1c1ccc(Cl)cc1	6%	nt	42%	0%	i	i	-8%	?	10%
Cc1ccc(NC(=O)CSc2nc3nc(C)c(Br)cc3[nH]2)cc1F	-3%	-1%	-30%	4%	i	-21%	1%	?	19%
COc1cc2[nH]c(=O)n(CCCCCC(=O)NCCc3ccccc3)c(=O)c2cc1OC	nt	nt	-43%	2%	nt	i	-12%	-5%	1%
CC(C)(O)C#Cc1ccc(C(=O)NC(CCCNC(N)=O)C(=O)O)s1 (stereo not drawn)	2%	-2%	-7%	10%[7.66 µM]	i	i	-9%	9%[7.66 µM]	11%[9.22 µM]
CC(C)(CN1CCOCC1)NS(=O)(=O)c1ccccc1	-4%	0%	-12%	-3%	i	i	10%	-13%	-3%
O=C(CCCCCn1c(=S)[nH]c2ccc(N3CCOCC3)cc2c1=O)NCc1ccc2c(c1)OCO2	1%	0%	22%	-4%[7.66 µM]	i	-4%	9%	-11%[7.66 µM]	-4%
Cc1ccc[n+](CC(=O)Nc2ccc(N(C)C)cc2)c1	1%	1%	-33%	1%	i	-20%	10%	15%	6%
COCCN1C(=O)C(=O)/C(=C(/O)c2ccc(S(=O)(=O)N3CCOCC3)cc2)C1c1ccc(O)cc1 (stereo not drawn)	5%	1%	6%	-8%	i	-23%	7%	24%	4%
O=C(COC(=O)/C(=C/c1cccs1)c1cccs1)NCc1ccccc1Cl	7%	0%	31%	3%	i	-30%	-12%	?	-11%[0.397 µM]
Cn1c2c(c(=O)n(C)c1=O)C(c1ccccc1F)C(C#N)=C(N)O2 (stereo not drawn)	1%	3%	-20%	5%	i	-14%	5%	1%	-5%
CN(C(=O)c1cccc(N2C(=O)C3C4C=CC(C4)C3C2=O)c1)C1CCCCC1 (stereo not drawn)	-1%	0%	1%	-11%	i	-22%	14%	18%	14%
CCOc1ccc(N(CC(=O)NCc2ccccc2OC)S(C)(=O)=O)cc1	8%	1%	6%	14%	i	-12%	7%	10%	10%
Nc1nc(SCC(=O)NCCN2CCOCC2)nc2sc3c(c12)CCC3	0%	-5%	5%	4%	i	i	9%	14%	6%
Cc1cc(NC(=O)CCC(=O)N(Cc2ccco2)C(C(=O)NC2CCCC2)c2ccccc2F)no1 (stereo not drawn)	3%	-1%	10%	1%	i	i	6%	2%	5%
COc1ccc(C(=O)Oc2ccc(C(=S)N3CCOCC3)cc2)cc1	3%	1%	6%	-9%	i	-8%	-9%	19%	-6%[0.397 µM]
Cc1c(C(=O)Nc2ccccc2Cl)sc2ncnc(N(C)C3CCCCC3)c12	nt	nt	3%	19%	nt	i	-11%	15%	15%[9.22 µM]
CCCN(CCC)Cc1c(C(=O)N/N=C/c2ccco2)nnn1-c1nonc1N	1%	-1%	6%	-16%	i	i	10%	2%	-5%
CC1Cc2cc(/C(O)=C3/C(=O)C(=O)N(CCCn4ccnc4)C3c3ccc([N+](=O)[O-])cc3)ccc2O1 (stereo not drawn)	0%	nt	19%	1%	i	i	12%	2%	5%
O=C1S/C(=C\c2ccccc2)C(=O)N1CC(O)Cn1c2ccccc2c2ccccc21 (stereo not drawn)	-4%	-10%	7%	25%	i	i	12%	?	8%
O=C(COC(=O)CSc1ccc2ccccc2c1)Nc1ccccc1OC(F)F	4%	1%	14%	7%	i	-1%	11%	1%	3%
Cc1nc2ccc(NC(=O)c3c(-c4ccccc4)noc3C)cc2s1	13%	0%	-2%	3%	i	i	-17%	13%	28%
COc1ccc(S(=O)(=O)N2CCc3ccccc32)cc1C(=O)N1CCN(C=O)CC1	-6%	0%	1%	5%	i	-25%	0%	-8%	9%
Cc1c(Br)c([N+](=O)[O-])nn1CCCC(=O)Nc1sc2c(c1C#N)CCC2	-7%	1%	20%	8%	i	-15%	-6%	-31%	-91%[inhibitor]
CCCCNc1c(-c2cccnc2)nc2nc(C)cc(C)n12	-2%	nt	-8%	7%	i	i	-3%	14%	?
CCOC(=O)c1sc(=NC(=O)/C=C/c2cccs2)n(C)c1C	-3%	-5%	15%	10%	i	-22%	-8%	7%	-3%
CC(=O)c1c(C)[nH]c(C(=O)COC(=O)c2c(C)noc2C)c1C	0%	-25%	-6%	2%	i	-13%	-6%	3%	17%
O=C(COc1ccc(S(=O)(=O)NC2CCCCC2)cc1)NCc1ccccn1	-2%	3%	15%	3%	i	i	-17%	2%	-21%
CCO[C@H]1OC(C(=O)N2CCN(C)CC2)=C[C@@H](C2CC2)[C@@H]1CCCO	1%	nt	-9%	13%	i	-6%	-2%	17%	19%
CN(CC1CCCO1)S(=O)(=O)c1ccc(C(=O)N2CCN(c3ccccc3)CC2)cc1 (stereo not drawn)	10%	-2%	-2%	-1%	i	i	-1%	7%	-16%
O=C(NCc1nnc2c(C(F)(F)F)cc(Cl)cn12)C1CCCC1	1%	2%	17%	-5%	i	i	6%	?	-7%
N#Cc1c(C(F)(F)F)cc(-c2ccccc2Cl)[nH]c1=O	-12%	-5%	24%	-2%	i	-15%[57.5 µM]	13%	0%	13%

Of the compounds above, 6 have an NH in an aromatic ring.
SMILES	aSyn yeast inh	MmCpn inh	FUS yeast rescue	HEK293 tox	pAkt inh	PTHR1 ag	Abeta yeast res	GLP-1R inv ag	TDP43 rescue
O=C(Nc1ccc2nc(-c3cccnc3)[nH]c2c1)C12CC3CC(CC(C3)C1)C2	-1%	-2%	?	-24%	i	-7%	-6%	-38%	0%
Cc1ccc(NC(=O)CSc2nc3nc(C)c(Br)cc3[nH]2)cc1F	-3%	-1%	-30%	4%	i	-21%	1%	?	19%
COc1cc2[nH]c(=O)n(CCCCCC(=O)NCCc3ccccc3)c(=O)c2cc1OC	nt	nt	-43%	2%	nt	i	-12%	-5%	1%
O=C(CCCCCn1c(=S)[nH]c2ccc(N3CCOCC3)cc2c1=O)NCc1ccc2c(c1)OCO2	1%	0%	22%	-4%[7.66 µM]	i	-4%	9%	-11%[7.66 µM]	-4%
CC(=O)c1c(C)[nH]c(C(=O)COC(=O)c2c(C)noc2C)c1C	0%	-25%	-6%	2%	i	-13%	-6%	3%	17%
N#Cc1c(C(F)(F)F)cc(-c2ccccc2Cl)[nH]c1=O	-12%	-5%	24%	-2%	i	-15%[57.5 µM]	13%	0%	13%

Screens from PubChem BioAssay.
